Assay outcomes as filed in PubChem.
C diff growth: C. difficile growth inhibition | actives 0.25% (n = 86,000) | growth activity, negative = inhibition, % at 16 µg/mL (by protocol) | Clostridium difficile clinical isolate growth, OD600, 24 h; stronger effect = lower value;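 active = mean growth activity at or below -80% and every replicate also at or below -80%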;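 also: 0% = DMSO wells and -100% = levofloxacin 16 µg/mL wells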
* hit, by the source's call; & = joins results of further samples. These rows are one share of the data; the hit share may differ from the screen's.

SMILES	C diff growth
COCCCNC(=O)[C@@]1(C)c2ccccc2C(=O)N(Cc2cc(F)cc(C(F)(F)F)c2)[C@H]1c1ccc(CO)cc1	-2
CCOC(=O)OC[C@@H]1[C@@H]2NC(=O)N(C)[C@@]1(COCc1ccc(OC)cc1)Oc1ccccc12	-5
COC(=O)[C@]1(Cc2ccccc2N=[N+]=[N-])N=C(c2ccc(OCCCO)cc2)O[C@@H]1c1ccccc1	-2
COc1ccc([Si](C)(C)[C@H]2[C@H](CCn3cc(CCO)nn3)O[C@@]3(C(=O)N(C)c4ccccc43)[C@@H]2C)cc1	-3
C#CCNC(=O)C1=C[C@@H](c2csc3ccccc23)[C@H](CCCO)[C@@H](OCC)O1	4
CC(C)(C)[C@H]1C=C(C(=O)N2CCOCC2)O[C@@H](OCc2ccc(CO)cc2)C1	-5
COc1ccc([C@H]2C=C(C(=O)N3CCCCC3)O[C@@H](OCc3ccc(CO)cc3)C2)cc1	0
CN1CCN(C(=O)C2=C[C@H](C(C)(C)C)C[C@H](OCc3ccc(CO)cc3)O2)CC1	-3
CCO[C@H]1OC(C(=O)NCc2nc3ccccc3[nH]2)=C[C@@H](c2cn(C(C)=O)c3ccccc23)[C@@H]1CCCO	4
O=C(C1=C[C@H](c2ccccc2)C[C@H](OCc2ccc(CO)cc2)O1)N1CCOCC1	-2
O=C1c2ccccc2C(=O)N1C1CCN(Cc2cccc(OCCO)c2)CC1	2
NC(=O)C1=C[C@H](c2ccc(C(F)(F)F)cc2)C[C@H](OCc2ccc(CO)cc2)O1	12
O=[N+]([O-])c1cccc(/C=C/CO)c1	-31
O=C(NCc1nc2ccccc2[nH]1)C1=C[C@@H](c2ccccc2)C[C@@H](OCCCCO)O1	-1
CCCNC(=O)Cc1ccc(N2C(=O)CSC2c2ccccc2)cc1 (stereo unspecified)	4
COC(=O)[C@]1(Cc2ccccc2CN=[N+]=[N-])N=C(c2ccc(OCCCO)cc2)O[C@@H]1c1ccccc1	8
Cc1ccc(S[C@]2(C(=O)NCC(F)(F)F)CC(=O)N(C3CCCCC3)[C@@H]2c2ccc(CO)cc2I)cc1	5
NCCCCCNC(=O)[C@@H]1C[C@@H]2C(=O)NCC(=O)N2[C@@H]1c1cccc(OCCO)c1	-4
COc1ccc(CN2C(=O)[C@@H]3[C@H]4C(=O)O[C@H](c5ccccc5)[C@@H](C)N(C)C(=O)CC/C=C/[C@H]4O[C@@]34C=CCN(Cc3ccccc3)C(=O)[C@@H]24)cc1	10&2
O=C(OC[C@@H]1[C@H]2c3ccccc3OC1(CO)N=C1SCCCN12)c1ccccc1	-6
O=C(C1=C[C@H](C2CC2)C[C@H](OCc2ccc(CO)cc2)O1)N1CCCCCCC1	3
O=C(C1=C[C@H](c2ccc(Br)cc2)C[C@H](OCc2ccc(CO)cc2)O1)N1CCCCCCC1	6
CN1CCN(C(=O)C2=C[C@H](c3ccc(Br)cc3)C[C@H](OCc3ccc(CO)cc3)O2)CC1	3
O=C(C1=C[C@H](C2CC2)C[C@H](OCc2ccc(CO)cc2)O1)N1CCN(Cc2ccc3c(c2)OCO3)CC1	13
O=C(C1=C[C@H](C2CCCCC2)C[C@H](OCCCCO)O1)N1CCN(Cc2ccccc2)CC1	8
CC(C)NC(=O)[C@@]1(C)c2ccccc2C(=O)N(Cc2ccc(OC(F)(F)F)cc2)[C@H]1c1ccc(CO)cc1	-1
C=C1C(=O)O[C@H]2[C@@H]1CC/C(CO)=C\CC[C@@]1(C)O[C@@H]21	-3
CC1=C([C@H](O)CCc2ccccc2)[C@H](CO)n2c(=O)n(-c3ccccc3)c(=O)n2C1	7
O=C(NCc1ccccc1)C1=C[C@@H](C2CC2)C[C@@H](OCc2ccc(CO)cc2)O1	16
C=CC[C@]1(C(=O)OC)COC(c2ccc(OCCCO)cc2)=N1	-1

As a short view, four of the compounds above:
SMILES	C diff growth
CC(C)NC(=O)[C@@]1(C)c2ccccc2C(=O)N(Cc2ccc(OC(F)(F)F)cc2)[C@H]1c1ccc(CO)cc1	-1
C=C1C(=O)O[C@H]2[C@@H]1CC/C(CO)=C\CC[C@@]1(C)O[C@@H]21	-3
CC1=C([C@H](O)CCc2ccccc2)[C@H](CO)n2c(=O)n(-c3ccccc3)c(=O)n2C1	7
O=C(NCc1ccccc1)C1=C[C@@H](C2CC2)C[C@@H](OCc2ccc(CO)cc2)O1	16

Of the compounds above, these contain an aryl methoxy group.
SMILES	C diff growth
CCOC(=O)OC[C@@H]1[C@@H]2NC(=O)N(C)[C@@]1(COCc1ccc(OC)cc1)Oc1ccccc12	-5
COc1ccc([Si](C)(C)[C@H]2[C@H](CCn3cc(CCO)nn3)O[C@@]3(C(=O)N(C)c4ccccc43)[C@@H]2C)cc1	-3
COc1ccc([C@H]2C=C(C(=O)N3CCCCC3)O[C@@H](OCc3ccc(CO)cc3)C2)cc1	0
COc1ccc(CN2C(=O)[C@@H]3[C@H]4C(=O)O[C@H](c5ccccc5)[C@@H](C)N(C)C(=O)CC/C=C/[C@H]4O[C@@]34C=CCN(Cc3ccccc3)C(=O)[C@@H]24)cc1	10&2

Remaining list, next part.
SMILES	C diff growth
CC(C)(C)[C@H]1C=C(C(=O)N2CCOCC2)O[C@@H](OCCCCO)C1	-8
C=CCOC(=O)[C@@]12O[C@]3(COC[C@H](c4ccccc4)N3C1=O)[C@@H]1C(=O)N(c3ccccc3)C(=O)[C@@H]12	-5
CC(C)(C)[C@@H]1C=C(C(=O)N2CCOCC2)O[C@H](OCc2ccc(CO)cc2)C1	-6
COC(=O)c1c2oc(c1C(=O)OC)C(=O)N(C)Cc1cn(nn1)C[C@H](Cc1ccccc1)NC(=O)N[C@H](CO)CC2	-5
CC(=O)CC(=O)N1C(=O)N(C)[C@@]2(C)Oc3ccccc3[C@@H]1[C@H]2COC(=O)c1ccc([N+](=O)[O-])cc1	-6
CCC(CO)Oc1cc(NC(=O)c2ccccc2)c2ncn(C(C)C)c2c1 (stereo unspecified)	2
O=C(Nc1ccccc1)C1=C[C@H](c2ccc(C(F)(F)F)cc2)C[C@H](OCc2ccc(CO)cc2)O1	4
C[C@@H]1C=C(C(=O)N2CCN(Cc3ccccc3)CC2)O[C@H](OCc2ccc(CO)cc2)C1	4
CC(=O)n1cc([C@H]2C=C(C(=O)N3CCCCCCC3)O[C@@H](OCCCCO)C2)c2ccccc21	6
COc1cc2c(cc1OC)CN(C(=O)[C@H]1[C@@H]3C(=O)O[C@@H](c4ccccc4)[C@@H](c4ccccc4)N3[C@@H](c3ccc(O)cc3)[C@]13C(=O)Nc1ccccc13)CC2	4
COCCCNC(=O)[C@]1(Cc2ccccc2N=[N+]=[N-])N=C(c2ccc(OCCCO)cc2)O[C@@H]1c1ccccc1	7
CCOC(=O)C1=CC[C@@H](c2ccccc2)[C@@]12CC/C(=C\c1ccccc1)C2=O	18
CN(C)C(=O)[C@@]1(Cc2ccccc2N=[N+]=[N-])N=C(c2ccc(OCCCO)cc2)O[C@H]1c1ccccc1N=[N+]=[N-]	10
COC(=O)c1c(CC[C@@H](CO)NC(=O)N[C@H](Cc2ccccc2)Cn2cc(-c3ccccn3)nn2)oc(C(C)=O)c1C(=O)OC	2
NC(=O)NCC#Cc1ccc2c(c1)[C@]1(C(=O)N2)[C@H](C(=O)O)[C@H]2C(=O)O[C@H](c3ccccc3)[C@H](c3ccccc3)N2[C@@H]1c1ccc(OCCO)cc1	16
C#CCNC(=O)C1=C[C@H](c2ccc(Br)cc2)[C@@H](CCCO)[C@H](OCC)O1	-4
COc1ccc(COC[C@]23Oc4ccccc4[C@H]([C@H]2COC(=O)c2ccccc2)N(C(=O)CC(C)=O)C(=O)N3C)cc1	8
C=C/C=C/[C@@H]1C(=C)CN2[C@H]1[C@H](Cc1ccccc1)OC(=O)C21CCCC1	-2
CO[C@H]1O[C@H](CO)[C@@H](OC(=O)Nc2ccc(C(F)(F)F)cc2)[C@H](OC(=O)Nc2ccc3c(c2)OCO3)[C@H]1OC(=O)Nc1ccc2c(c1)OCO2	16
CO[C@H]1O[C@H](CO)[C@@H](OC(=O)Nc2cccc(F)c2)[C@H](OC(=O)Nc2ccccc2)[C@@H]1OC(=O)Nc1ccccc1	18
O=C(C1=C[C@@H](c2ccc(Br)cc2)C[C@@H](OCc2ccc(CO)cc2)O1)N1CCCC1	3
C[C@]12C=CC(=O)N1CCc1c2[nH]c2ccccc12	1
C=C[C@H](COC(C)=O)N(C(=O)OC(C)(C)C)S(=O)(=O)c1ccc(Br)cc1	-1
COCC1=C2[C@@H](c3ccccc3)OB(O)C[C@@H]2n2c(=O)n(-c3ccccc3)c(=O)n2C1	-1
C=CCSC1=N[C@@]2(COCc3ccc(OC)cc3)Oc3ccccc3[C@H]([C@H]2CO[Si](C)(C)C(C)(C)C)N1C(=O)c1ccccc1	-6
O=[N+]([O-])c1ccccc1S(=O)(=O)N1CCN(Cc2ccc(OCCO)cc2)CC1	-3
COC(=O)[C@]1(Cc2ccccc2)N=C(c2ccc(OCCCO)cc2)O[C@@H]1c1ccccc1CN=[N+]=[N-]	3
C=CCNC(=O)[C@@H]1[C@H]2C(=O)O[C@H](c3ccccc3)[C@H](c3ccccc3)N2[C@H](c2ccc(O)cc2)[C@@]12C(=O)Nc1ccc(C#CC3=CCCCC3)cc12	6
C=C[C@@H](COC(C)=O)N(C(=O)OC(C)(C)C)S(=O)(=O)c1ccc(Br)cc1	-1
O=C(Nc1ccccc1O)C1=C[C@H](c2coc3ccccc3c2=O)C[C@H](OCCCCO)O1	0
O=C(OC[C@@H]1[C@H]2c3ccccc3OC1(CO)N=C1SCc3ccccc3CN12)c1ccccc1	3
CC(C)(C)OC(=O)CC[C@]12N=C(c3ccc(OCCCO)cc3)O[C@H]1c1ccccc1CN(C(=O)c1ccccc1)C2=O	6
CC(C)NC(=O)Nc1ccc2c(c1)C(=O)N([C@H](C)CO)C[C@H](C)[C@@H](CN(C)Cc1ccc(C(F)(F)F)cc1)OCCCC[C@@H](C)O2	20
COc1ccc([Si](C)(C)[C@@H]2[C@@H](CCO)O[C@]3(C(=O)N(Cc4ccc(NC(C)=O)cc4)c4ccccc43)[C@H]2C)cc1	-4
O=C1C=CCCN1S(=O)(=O)/C=C/c1ccccc1	-3
CN1C(=O)CS(=O)(=O)C1c1ccccc1 (stereo unspecified)	-3

Molecules listed so far with an NH in an aromatic ring (3):
SMILES	C diff growth
CCO[C@H]1OC(C(=O)NCc2nc3ccccc3[nH]2)=C[C@@H](c2cn(C(C)=O)c3ccccc23)[C@@H]1CCCO	4
O=C(NCc1nc2ccccc2[nH]1)C1=C[C@@H](c2ccccc2)C[C@@H](OCCCCO)O1	-1
C[C@]12C=CC(=O)N1CCc1c2[nH]c2ccccc12	1
